eIF4E 4G PPI – eIF4E/eIF4G interaction inhibition in translation initiation. TR-FRET eIF4E-eIF4GI(517-606) binding, 2 h. inhibition, % at 21.7 µM. actives 0.37% (n = 220,000);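 further: 0% = full FRET control wells and 100% = background wells lacking eIF4GI fragment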
KCC2 mod – modulators of human KCC2 chloride dependent transport; Q9H2X9; KCC2 cells, thallium flux FluoZin-2 fluorescence; B-score of Tl+ flux slope (higher = more flux/activation; lower = inhibition) at 10 µM; actives 2.2% (n = 190,000); AID 1456;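 active means thallium flux slope and its plate-corrected score both differing from the plate sample mean at a set confidence after two filtering rounds, in either direction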;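 further: slope of fluorescence scaled to starting intensity during 10 to 20 s after thallium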
Thrombin inh – blocks human thrombin protease activity; P00734; alpha-thrombin, Boc-VPR-AMC fluorogenic substrate cleavage; inhibition, % at 5 µM; actives 0.26% (n = 220,000);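 active means inhibition at or above 40%; inactive means inhibition below 40%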;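 further: 0% = enzyme with no compound and 100% = wells without enzyme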
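Test system: human alpha-thrombin protein / Dosing: one concentration per compound, 5 µM, with 0.2% DMSO / Medium: pH 7.5 Tris-saline with Tween 20 / Benchmarks: no-compound enzyme wells and no-enzyme blanks / Read-out basis: percent inhibition of thrombin substrate cleavage / Timing: reaction at room temperature / Measured by: fluorescence, ex 355 nm, em 460 nm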
p47phox inh – inhibitors of human p47phox binding | P14598 | p47phox/p22phox peptide binding, fluorescence polarization, 2 h | inhibition, % at 24.7 µM | actives 0.53% (n = 220,000) | AID 1274;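 further: 0% = p47phox with labelled peptide and 100% = labelled peptide alone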
Target sequence (P14598 whole entry, looked up): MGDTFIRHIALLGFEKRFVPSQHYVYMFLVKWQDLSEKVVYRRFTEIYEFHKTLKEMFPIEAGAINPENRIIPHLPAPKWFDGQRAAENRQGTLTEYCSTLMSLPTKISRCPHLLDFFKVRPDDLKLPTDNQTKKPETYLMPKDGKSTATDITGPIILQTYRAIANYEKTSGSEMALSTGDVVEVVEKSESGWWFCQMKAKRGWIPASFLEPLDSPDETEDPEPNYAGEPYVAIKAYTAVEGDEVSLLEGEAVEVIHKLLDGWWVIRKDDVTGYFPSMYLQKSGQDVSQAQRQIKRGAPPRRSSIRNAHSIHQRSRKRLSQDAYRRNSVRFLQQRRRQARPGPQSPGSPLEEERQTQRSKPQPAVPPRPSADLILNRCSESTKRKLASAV
EBV gp42 inh – EBV gp42 inhibition; Fluorescence polarization binding assay, mP read-out; inhibition, % (tested at 21.74 µM); actives 0.42% (n = 220,000); in the data active means inhibition above about 50%
Target sequence (Q1HVG2 whole entry, looked up): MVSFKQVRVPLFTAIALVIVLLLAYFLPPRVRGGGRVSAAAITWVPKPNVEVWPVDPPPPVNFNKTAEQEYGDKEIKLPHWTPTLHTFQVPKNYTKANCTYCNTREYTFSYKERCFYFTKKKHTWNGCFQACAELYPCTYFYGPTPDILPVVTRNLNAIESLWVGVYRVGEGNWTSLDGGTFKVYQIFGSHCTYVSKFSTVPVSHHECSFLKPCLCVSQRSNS
14-3-3 Bad PPI – disrupts binding of bovine 14-3-3 zeta to phospho-Bad peptide; AID 781; actives 0.71% (n = 220,000); inhibition, % at 21.7 µM; P63103; TR-FRET 14-3-3zeta/Dy647-pBad peptide displacement, 1 h;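 active means inhibition above about 70%, limit read from the data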;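 further: 0% = full 14-3-3 plus peptide FRET controls and 100% = background without 14-3-3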
Target sequence (P63103 whole entry, looked up): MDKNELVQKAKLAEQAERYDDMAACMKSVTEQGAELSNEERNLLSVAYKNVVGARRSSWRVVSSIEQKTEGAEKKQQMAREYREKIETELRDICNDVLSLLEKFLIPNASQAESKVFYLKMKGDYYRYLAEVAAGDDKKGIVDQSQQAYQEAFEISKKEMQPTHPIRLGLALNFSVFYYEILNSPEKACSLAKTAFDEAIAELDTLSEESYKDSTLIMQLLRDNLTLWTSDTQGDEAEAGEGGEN
hK5 inh – kallikrein 5 (human) inhibition; recombinant hK5, fluorogenic AMC substrate cleavage; inhibition, % at 5 µM; actives 0.59% (n = 210,000); AID 873; Q9Y337;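 active means inhibition of 40% or more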;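 further: 0% = enzyme controls without compound and 100% = no-enzyme blanks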
Furin inh – blocks human furin protease activity; actives 0.061% (n = 220,000); inhibition, % at 30 µM; purified furin, fluorogenic substrate cleavage; in the data active means inhibition above about 25%; further: inactives centre near -15
Rad51 HR inh – blocks human Rad51 in homologous recombination. hRad51 DNA strand exchange, fluorescence dequenching. actives 0.085% (n = 200,000). Q06609. inhibition, % at 10 µM. AID 1385;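 active means inhibition above 40% at the single screening dose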;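 further: 0% = DMSO control wells and 100% = blanks with heterologous ssDNA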
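System: human Rad51 nucleoprotein filaments preassembled on unlabelled ssDNA. Reagent: labelled 47-mer dsDNA for strand exchange. Schedule: 30-min compound preincubation and 15-min exchange, both room temperature. Measured by: FRET fluorescence dequenching, excitation 485 nm, emission 520 nm. Read-out: Fluorescence-based percent inhibition, control- and blank-normalised. Benchmarks: plate controls and plate blanks.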
* hit, by the source's call; · = not tested or not shown; [ ] = another dose, or the depositor's remark.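 How the source made its calls, unless noted: active means inhibition above about 30% (limit read from the data); inactive means the rest.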

SMILES | eIF4E 4G PPI | KCC2 mod | Thrombin inh | p47phox inh | EBV gp42 inh | 14-3-3 Bad PPI | hK5 inh | Furin inh | Rad51 HR inh
CCC(C)(C)NC(=O)CN(C(=O)C(=O)Nc1ccc2c(c1)OCCO2)C(C)(C)CC | 1 | 0.083 | -3 | 3 | 6 | 3 | -5 | -14 | 2
CCNC(=O)CC1C(=O)N(c2ccc(OC)cc2)C(=S)N1CCc1ccncc1 (stereo unspecified) | 5 | -0.15 | -2 | 3 | -17 | 18 | · | -28 | ·
CCn1c(C(O)c2ccc(C)cc2)nc2ccccc21 (stereo unspecified) | -6 | -1.7 | -4 | 8 | -13 | -3 | -16 | -18 | -7
O=C(/C=C/c1ccc(F)cc1)NCc1ccco1 | 3 | 0.69 | -3 | -9 | 3 | -27 | -21 | -10 | 2
CC(NS(=O)(=O)c1ccc(F)cc1)C(c1cccs1)N1CCOCC1 (stereo unspecified) | -5 | 1.3 | 1 | -6 | -9 | 4[fluorescence artefact?] | -3 | -9 | 5
O=C(CSc1nnc(Cn2cnc3ccccc32)o1)c1ccccc1 | -8 | -1.9 | -7 | -3 | -20 | 16 | -8 | -11[20 µM] | -13
O=c1c(-c2ccnn2-c2ccccc2F)cnc2n1CCS2 | 1[fluorescence artefact?] | -0.071 | 5 | -7 | -18 | -4[fluorescence artefact?] | 1 | -12[20 µM] | 1
CC(C)CC(=O)NC1(C(F)(F)F)NC(=O)N(c2ccccc2)C1=O (stereo unspecified) | 1 | 1.1 | 2 | -15 | -6 | 4 | · | -28 | ·
Cc1cccc(NC(=O)c2sc3nc4c(c(-c5ccco5)c3c2N)CCC4)c1 | 0 | 0.32 | -20 | -28 | -23 | 5 | 4 | 7[20 µM] | -7
COc1ccc([N+](=O)[O-])cc1NC(=O)CS(=O)(=O)c1ccc(C)cc1 | 2 | -0.0056 | 14 | -2 | 7 | 0 | · | -21 | ·
Cc1nn(CC(O)COc2ccc3c(c2)CCC3)c(C)c1Br (stereo unspecified) | 2 | -0.12 | 2 | -11 | 6 | 0 | -7 | -17[20 µM] | -2
O=C1CC(N(Cc2cccs2)C(=O)Nc2ccccc2)C(=O)N1c1ccc(Cl)cc1 (stereo unspecified) | 1[fluorescence artefact?] | 0.52 | -4 | -8 | -1 | 1 | -6 | -12 | -7
COC(=O)c1ccc(Cl)cc1NC(=O)/C=C/c1ccc(C)o1 | 0 | 0.37 | 2 | 1 | -22 | -22[fluorescence artefact?] | -19 | -12 | -1
Cn1nc(-c2ccccc2)c(C(O)c2ccccc2C(F)(F)F)c1Cl (stereo unspecified) | -1 | · | 4 | -12 | -22 | -3 | -17 | -17[20 µM] | -2
CCOc1ccc2nc(SCC(=O)c3ccc(Cl)s3)sc2c1 | -3 | · | -6 | -73 | -1 | -12 | -6 | -11[20 µM] | -2
CC/C(=N/O)c1cnnc(SC)n1 | -20 | 1.4 | -11 | 0 | 21 | 7 | -10 | -27 | 0
CCn1c(C)nc2cc(C(=O)NNC(=S)Nc3ccccc3OC)ccc21 | 1 | 0.52 | 5 | -18 | -11 | -10 | -11 | -17 | -7
CCOC(=O)c1sc(=S)n(-c2ccc3c(c2)OCO3)c1N | 24 | · | 6 | -1 | -18 | -1 | -4 | -15 | -2
CCOc1ccc(NS(=O)(=O)c2ccc3[nH]cc(C(=O)NC(C)CC)c(=O)c3c2)cc1 (stereo unspecified) | -5 | -0.45 | -10 | -18 | 7 | -6 | -20 | -29 | ·
COc1ccc2nc(C(F)(F)C(F)(F)F)c(C#N)c(N)c2c1 | -2 | -0.71 | -2 | -6 | 2 | 2 | -16 | -15[20 µM] | -5
CNC(=O)COC(=O)CNC(=O)c1cc(Cl)cc([N+](=O)[O-])c1 | -4 | -0.16 | -3 | -2 | -7 | 9 | -3 | -33 | 3
O=C(CNC(=O)c1ccco1)NCCCc1ccccc1 | 4 | · | 1 | -12 | -14 | 5 | 3 | -4 | 5
CCOCCCNS(=O)(=O)c1ccc(NC(=O)Cc2c(F)cccc2Cl)cc1 | 2 | · | -2 | -11 | -12 | -14 | · | -28 | 18
CC(=O)c1ccc(NC2OC(C)C(O)C(O)C2O)cc1 (stereo unspecified) | -2 | · | -9 | -8 | -20 | -15 | -1 | 7[20 µM] | -2
CC1=C(C(=O)OCC(C)C)C(c2ccsc2)NC(=O)N1 (stereo unspecified) | 6 | 0.65 | -5 | -9 | -4 | 5 | -7 | 4[20 µM] | -1
Cc1cccc(C)c1N1CCc2cn[nH]c21 | 4 | 0.16 | 2 | -6 | -8 | -7 | -1 | -8[20 µM] | 0
COc1ccc(C2SCC(=O)N2C)cc1 (stereo unspecified) | -13[fluorescence artefact?] | 0.47 | -2 | -12 | -15 | -11[fluorescence artefact?] | -14 | -15[20 µM] | -9
CCOC(=O)Nc1ccc(S(=O)(=O)NCCCN2CCOCC2)cc1 | 4[fluorescence artefact?] | 1.2 | -3 | -8 | -23 | 7[fluorescence artefact?] | 1 | -14[20 µM] | -10
O=C(O)c1ccc(NC(=O)C2(c3ccccc3)CCOCC2)cc1 | 1 | 2.1 | -3 | -9 | -5 | -3[fluorescence artefact?] | -20 | -13[20 µM] | 15
CCn1c(Cc2cccc3ccccc23)nnc1SCC(=O)Nc1nccs1 | 2 | -0.55 | 2 | -16 | -7 | -7[fluorescence artefact?] | -8 | -16[20 µM] | 9
CCOC(=O)C1CCCN(c2nc3c(C)cccn3c(=O)c2/C=C(\C#N)C(=O)NCc2ccco2)C1 (stereo unspecified) | 1 | -1.5 | 0 | -5 | -4 | -12 | 1 | -5 | 1
CCN(CC)C(=O)CSC1=Nc2ccccc2C2=NC(c3ccccc3)C(=O)N12 (stereo unspecified) | 3 | -0.39 | -8 | -17 | -9 | 7 | -51 | -21[20 µM] | 5
COc1ccccc1NC(=S)NC12CN3CN(CN(C3)C1)C2 | -3 | 0.39 | -8 | 3 | 3 | -6 | -2 | -5 | -60
COCc1nnc(NC(=O)CCCOc2ccccc2)s1 | 6 | · | 5 | -3 | -4 | 1 | -2 | 4[20 µM] | 3
Cc1ccc(-c2c3c(nc4sc(C(N)=O)c(N)c24)CCC3)cc1 | 2 | -1.1 | -2 | -15 | -8 | 1 | -11 | -4[20 µM] | 0
Cc1ccc2c(Cl)c(C(=O)NCCCn3ccnc3)sc2c1 | 2 | -0.77 | 3 | -11 | -18 | 5 | -3 | -24[20 µM] | -8
COc1cc(COCC(O)CN2CCN(Cc3ccc4c(c3)OCO4)CC2)cc(OC)c1OC (stereo unspecified) | -6 | -0.0096 | -15 | 1 | 0 | 20 | 1 | -12 | -5
CNc1ccccc1NC(=O)CCn1c(=S)oc2ccccc21 | 26 | 1.7 | 0 | 3 | -1 | 1 | 0 | -19 | -13
O=C(O)c1cccc(-n2c(O)c(C=C3N=c4ccccc4=N3)sc2=S)c1 | -3 | -0.63 | 6 | -26 | -16 | -7 | -13 | -3 | 0
N/C(=N\OC(=O)c1ccc2ccccc2c1)c1ccccn1 | -3 | 0.025 | -1 | 0 | 3 | -10 | 11 | -9 | 8

Some of the entries so far, in CSV form:
Structure,eIF4E 4G PPI,KCC2 mod,Thrombin inh,p47phox inh,EBV gp42 inh,14-3-3 Bad PPI,hK5 inh,Furin inh,Rad51 HR inh
COCc1nnc(NC(=O)CCCOc2ccccc2)s1,6,·,5,-3,-4,1,-2,4[20 µM],3
Cc1ccc(-c2c3c(nc4sc(C(N)=O)c(N)c24)CCC3)cc1,2,-1.1,-2,-15,-8,1,-11,-4[20 µM],0
Cc1ccc2c(Cl)c(C(=O)NCCCn3ccnc3)sc2c1,2,-0.77,3,-11,-18,5,-3,-24[20 µM],-8
COc1cc(COCC(O)CN2CCN(Cc3ccc4c(c3)OCO4)CC2)cc(OC)c1OC (stereo unspecified),-6,-0.0096,-15,1,0,20,1,-12,-5

(next part)
SMILES | eIF4E 4G PPI | KCC2 mod | Thrombin inh | p47phox inh | EBV gp42 inh | 14-3-3 Bad PPI | hK5 inh | Furin inh | Rad51 HR inh
CCOC(=O)C1CCN(S(=O)(=O)c2ccc(OCC(=O)OC)cc2)CC1 | -1 | 0.2 | -6 | -4 | 4 | 12[fluorescence artefact?] | -3 | -6[20 µM] | -4
O=C(N/N=C/c1cc([N+](=O)[O-])ccc1O)/C(=C\c1cccs1)NC(=O)c1ccccc1 | 4 | 0.69 | -9 | -14 | -22 | 3[fluorescence artefact?] | -29 | -10 | -6
CCCCn1c(CCC(=O)O)nc2cc(S(=O)(=O)N(CC)CC)ccc21 | 5 | 0.59 | -3 | -101 | -2 | -1 | -4 | -28 | -19
COc1ccccc1N1CCN(C(=O)CCCN2C(=O)c3cccc4cccc(c34)C2=O)CC1 | 1 | -1.5 | -11 | -8 | 7 | 1 | -3 | -17 | 5
O=C(Nc1cccc(S(=O)(=O)NC2=NCCC2)c1)c1cc(-c2ccccn2)nc2ccccc12 | -1 | -0.0022 | -2 | -14 | -2 | -1 | 2 | -11 | 11
CC1(C)Cc2ccccc2-c2nc(CN3CCOCC3)[nH]c(=O)c21 | 1 | 0.67 | -2 | -10 | -7 | -5 | 2 | -31 | -2
CCOC(=O)C1=C(C)N=c2s/c(=C/c3ccco3)c(=O)n2C1c1cccc(OC)c1 (stereo unspecified) | 7[fluorescence artefact?] | -0.85 | 5 | -44 | -10 | -10[fluorescence artefact?] | -10 | -14 | -9
O=C(C1COc2ccccc2O1)N1CCc2ccccc2C1 (stereo unspecified) | -4[fluorescence artefact?] | -1.1 | 2 | -5 | -16 | -5 | 1 | -22[20 µM] | 0
COCCn1c(-c2ccc(Cl)cc2)nc2oc3cc(OC)ccc3c(=O)c2c1=O | 18 | -1.4 | -3 | -9 | -19 | 27 | 0 | -11 | -2
COc1ccc(C2c3ccc(O)cc3Oc3ncn(CCN4CCOCC4)c(=N)c32)cc1OC (stereo unspecified) | -6 | 1.3 | -2 | -8 | -8 | -2 | 25 | -1 | -38
CCC(CC)C(=O)Nc1cc(C(=O)OC)ccc1C(=O)OC | 1[fluorescence artefact?] | -0.087 | 17 | 5 | -5 | 16[fluorescence artefact?] | 5 | -14 | -7
CC(C)CC(c1nnnn1C(C)C)N1CCN(c2cccc(Cl)c2)CC1 (stereo unspecified) | 1 | -0.59 | -21 | -12 | -2 | -6 | 13 | -24 | 9
N#Cc1ccc(C(=O)Nc2nnc(-c3cccs3)o2)cc1 | -4 | 6.7* | 3 | -12 | -8 | -13 | 0 | -22 | ·
COCC(C)n1c(C)cc(C(=O)COC(=O)c2oc3ccccc3c2C)c1C (stereo unspecified) | 11 | · | 10 | -1 | -5 | 2 | 11 | -18 | 0
CC(C)[C@H](NC(=O)CCn1nnc2ccccc2c1=O)C(=O)O | 6 | · | 4 | -7 | -23 | 2 | -14 | -13 | 3
CCOC(=O)Cc1sc(N)nc1C | -2 | -0.017 | -1 | -4 | -30 | -14 | -18 | -13 | -1
COc1ccc(-c2noc(CN(C(=O)C(C)(C)C)C(C)C)n2)cc1 | 4 | · | 3 | -5 | -16 | 4[fluorescence artefact?] | 4 | -12[20 µM] | 9
CN1CCc2cc3c(c4c2[C@H]1[C@H](O)c1ccccc1-4)OCO3 | -2 | 2.1 | -2 | 11 | 59* | 2 | 0 | -8 | 3
COc1ccc(-c2cc(C(=O)N3CCN(c4ccccc4OC)CC3)no2)cc1OC | 0 | -0.86 | -3 | 0 | -1 | 9 | -26 | -15 | 8

Source: PubChem BioAssay
